High-throughput results as filed in PubChem BioAssay.
Growth percent in the NCI-60 one-dose screen (48 h, 10 µM unless noted): 100 = growth as untreated, 0 = no growth, -100 = all killed.
KM12: KM12 colon cancer cells; 82,000 compounds, 5% hits; AID 1794800
SW-620: SW-620 colon cancer. 82,000 compounds, 5.2% hits
SNB-19: SNB-19 CNS cancer cells | 81,000 compounds, 2.5% hits | AID 1794751
SF-295: SF-295 CNS cancer cells | 79,000 compounds, 5.6% hits
SNB-75: SNB-75 CNS cancer; 79,000 compounds, 5% hits
HCT-15: HCT-15 colon cancer; AID 1794746; 82,000 compounds, 5.2% hits
HCC-2998: HCC-2998 colon cancer; 79,000 compounds, 4.7% hits
SF-539: SF-539 CNS cancer. 81,000 compounds, 6.8% hits
HCT-116: HCT-116 colon cancer; 82,000 compounds, 7.3% hits
* marks the source's active call; other numbers are inactive results; nt = not tested or not shown; & = joins results of further samples. The calls were made as follows: active = growth percent below 10; inactive = the rest.

Order of values – KM12, SW-620, SNB-19, SF-295, SNB-75, HCT-15, HCC-2998, SF-539, HCT-116
1. O=c1[nH]cnc2c1C(c1ccc(Br)cc1)c1sc3c(F)cccc3c1O2 (stereo not given)
 : 89, 91, 92, 98, 85, 99, 111, 96, 99
2. O=C(c1cccc(Cl)c1)N1CCN(c2ccnc3cc(Cl)ccc23)CC1
 : 93, 102, 83, 81, 113, 88, 112, 96, 88
3. C=C(C)[C@@H]1CC[C@]2(C(=O)O)CC[C@]3(C)[C@H](CC[C@@H]4[C@@]5(C)C[C@@H](CC#Cc6cccs6)[C@H](O)C(C)(C)[C@@H]5CC[C@]43C)[C@@H]12
 : 35, 55, 70, 43, 93, 33, 74, 80, 26
4. CCC(CC(Br)C(=O)O)NC(=O)c1ccccc1 (stereo not given)
 : 95, 99, 95, 101, 93, 108, 106, 107, 100
5. CNC(=O)C1COc2ccccc2O1 (stereo not given)
 : 108, 104, 105, 102, 87, 101, 105, 102, 95
6. CC(C)OCCCNc1nc2c(cnn2C)c(=O)[nH]1
 : 105, 95, 103, 102, 92, 103, nt, 102, 103
7. c1cnc2cc3oc4ccccc4c3nc2c1
 : 106, 101, 100, 95, nt, 103, 109, 100, 100
8. O=S(=O)(Cc1ccccc1)c1nc2ccccc2s1
 : 93, 26, 97, 109, 90, 33, 103, 92, 9.5*
9. O=c1c2ccccc2nc(SCc2ccc(Cl)cc2)n1CCc1ccccc1
 : 94, 93, 100, 104, 122, 95, 97, 120, 81
10. Cn1cc(-c2csc(-c3cn(CCNC(=O)OC(C)(C)C)c4ccc(Br)cc34)n2)c2cccnc21
 : 77, 96, 95, 100, 91, 67, 98, 81, 85

The results go on:
Order of values – KM12, SW-620, SNB-19, SF-295, SNB-75, HCT-15, HCC-2998, SF-539, HCT-116
11. CC(C)(O)c1cccc(F)c1
 : 103, 103, 98, 106, 92, 99, 105, 88, 94
12. CC(C)c1ccc2c(c1)CCC1C(C)(N=C=O)CCCC21C (stereo not given)
 : 112, 98, 100, 108, 84, 98, 110, 100, 92
13. O=C(/C=C\c1ccc(OCCCCCC[P+](c2ccccc2)(c2ccccc2)c2ccccc2)cc1)c1ccc2c(c1)OCCO2
 : -76*, -41*, 16, -17*, -40*, 22, 32, 3.9*, -73*
14. CC(C)CC(C#N)C(N)=O (stereo not given)
 : 105, 103, 102, 99, 85, 98, 104, 99, 100
15. CC(C)C[C@H](NC(=O)[C@H](CC(C)C)n1ccc2c(ccn2C)c1=O)B(O)O
 : 102, 79, 73, 91, 105, 105, 105, 19, 60
16. O=C(C1=Cc2cccn2Cc2cnnn21)c1ccc(O)cc1
 : 104, 102, 103, 97, 94, 109, 112, 99, 101
17. CC12CC[C@@H]3[C@]4(C)COC(c5cccc(Br)c5)O[C@@H]4CC[C@@]3(C)[C@@H]1CC(C1=CCOC1=O)O2 (stereo not given in full)
 : 83, 92, 86, 81, 97, 80, 87, 95, 54
18. CC(C)c1nc2c(c(=O)n(C)c(=O)n2C)n1C
 : 110, 101, 97, 94, 79, 107, 94, 99, 100
19. O=C(C(c1ccccc1)c1ccccc1)N1CCN(S(=O)(=O)c2ccccc2)CC1
 : 99, 106, 94, 109, 96, 91, 103, 102, 88
20. CC1=C(CCN2CCCCC2)C(=O)N2N=C(c3ccc(Cl)cc3)SC2N1 (stereo not given)
 : 100, 104, 100, 102, 83, 95, 103, 85, 99

Following part
Order of values – KM12, SW-620, SNB-19, SF-295, SNB-75, HCT-15, HCC-2998, SF-539, HCT-116
21. COc1cc(C(=O)CCN(C)C)cc(OC)c1OC
 : 100, 110, 106, 103, 94, 107, 103, 101, 84
22. Cc1cc(=O)[nH]c(SCC(=O)Nc2nc(-c3ccccc3)cs2)n1
 : 103, 111, 106, 105, 98, 106, 116, 106, 99
23. O=c1[nH]c2ccc(Cl)cc2c2ccccc12
 : 65, 102, 66, 98, 33, 93, 52, 80, 38
24. Cc1cc(C)c2c(c1)N1C=NNC(=O)C1CC(O)C2 (stereo not given)
 : 101, 102, 101, 109, 109, 107, 110, 97, 89
25. CCCOC(=O)c1cccc(C)c1
 : 99, 103, 106, 98, 83, 100, 91, 97, 95
26. c1cn2cc(-c3ccc4ncn(C5CCCCC5)c4c3)nc(-c3ccc4ncn(C5CCCCC5)c4c3)c2n1
 : 37, 64, 59, 56, 75, 43, 82, 83, 20
27. N#Cc1ccc(OC(=O)Nc2cccc(Cl)c2Cl)cc1
 : 104, 93, 100, nt, 83, 101, 107, 102, 102
28. O=C(O)C1Cc2c([nH]c3ccccc23)C(c2ccc(Cl)cc2Cl)N1 (stereo not given)
 : nt, 102, 114, 92, 80, 93, 112, 99, 97
29. Cc1ccccc1-n1c(C)nc2cc(NC(=O)c3ccccc3)ccc2c1=O
 : 104, 101, 87, 71, 79, 96, 110, 90, 97
30. C=CC(=O)N[C@@H](/C=C/C(=O)OCC)Cc1ccc(-c2cc(Cl)cc(Cl)c2)cc1
 : 24, 12, 34, 22, 40, 15, 42, 57, 11

(further entries)
Order of values – KM12, SW-620, SNB-19, SF-295, SNB-75, HCT-15, HCC-2998, SF-539, HCT-116
31. CCOC(=O)c1c2c(c(-c3ccc(OC)cc3)n1Cc1cccc(OC)c1)CCCc1cnoc1-2
 : 83, 77, 90, 80, 82, 70, 107, 94, 43
32. CC(=O)NCNC(C)=O
 : 117, 107, 107, nt, 92, 101, 113, 91, 104
33. CCN(CC)c1ccc(N)cc1
 : 87&90&97, 96&107&106, 100&98&98, 103&113&97, 95&103&95, 101&106&109, 99&96, 87&88&65, 91&81&100
34. COc1cccc(-c2nc3ccc(C(=O)NN4C(=O)c5ccc(C(=O)O)cc5C4=O)cc3[nH]2)c1
 : 103, 113, 100, 106, 127, 103, 116, 104, 113
35. COc1ccc(-n2ncn(CCCn3cnn(-c4ccc(OC)cc4)c3=O)c2=O)cc1
 : 103, 97, 103, 101, 82, 101, 122, 97, 93
36. CCOC(=O)C1=C(C)NC(SCc2cc(=O)oc3ccc(F)cc23)=N[C@@H]1c1cccc2ccccc12
 : 98, 101, 101, 98, 99, 93, 105, 114, 77
37. NC(=O)c1ccccc1OCC(=O)Nc1ccc(Cl)c(Cl)c1
 : 100, 102, 93, 99, 83, 102, 103, 85, 100
38. Oc1ccc2ccccc2c1CN1CCCCC1
 : 102, 105, 127, 96, 85, 108, 108, 108, 95
39. C=CCSc1nc(-c2cc(OC)ccc2OC)cc(-c2ccccc2)c1C#N
 : 86, 102, 97, 73, 91, 84, 101, 89, 82
40. C#CCCCN(Cc1ccc(S(C)(=O)=O)cc1)Cc1ccccc1OC
 : 98, 95, 102, 96, 107, 91, 100, 98, 74

Continued:
Order of values – KM12, SW-620, SNB-19, SF-295, SNB-75, HCT-15, HCC-2998, SF-539, HCT-116
41. CC(=O)n1ncc2ccc([N+](=O)[O-])cc21
 : 100, 104, 99, 93, 75, 99, 100, 92, 106
42. O=C(C[n+]1cccc(Br)c1)c1ccc2ccccc2c1
 : 107, 91, 102, 93, 113, 103, 114, 112, 104
43. C#CCSc1nnc(-c2ccncc2)o1
 : 116, 99, 99, 111, 87, 106, 110, 110, 98
44. CCCCCCC1CCN(CC(=O)c2ccccc2)CC1
 : 87, 87, 87, 94, 86, 57, 104, 97, 82
45. COC(=O)/C=C(/C(=O)OC)N(O)C(=O)CN1C(=O)c2ccccc2C1=O
 : 105, 103, 97, 101, 89, 98, 110, 100, 97
46. Cc1cn(C2CCCCO2)c(=O)nc1NO (stereo not given)
 : 102, 105, 105, 106, 99, 100, 101, 96, 111
47. C[n+]1cc2c3c(ccc2c2ccc4cc5c(cc4c21)OCO5)OCO3
 : -79*, -67*, -87*, -63*, -79*, -81*, -82*, -72*, -89*
48. O=C1CC(c2ccc(F)c(F)c2)c2snc(C(=O)O)c2N1 (stereo not given)
 : 104, 101, 97, 105, 80, 105, 101, 93, 111
49. CCN(c1ccc2c(c1)C(C)(C)CCC2(C)C)c1ncc(C(=O)O)cn1
 : 106, 112, 102, 97, 89, 102, 120, 94, 103
50. Nc1ccc2c(c1)Cc1cc(N)c(Cl)cc1-2
 : 108, 108, 93, 99, 87, 100, 103, 96, 100

(further entries)
Order of values – KM12, SW-620, SNB-19, SF-295, SNB-75, HCT-15, HCC-2998, SF-539, HCT-116
51. CC1(C)CC(=O)C2=C(C1)N(c1ccc(OC(F)(F)F)cc1)C(N)=C(C#N)C2c1ccc(Br)o1 (stereo not given)
 : 89, 91, 91, 85, 84, 81, 95, 94, 80
52. CCC1(C(OC)OC)NC(=O)NC1=O (stereo not given)
 : 104, 103, 104, 107, 83, 108, 106, 104, 99
53. O=C1CNC(c2ccccc2[N+](=O)[O-])N1O (stereo not given)
 : 117, 103, 115, 98, 90, 103, 103, 98, 100
54. CCOc1ccc2nc(NC(=O)c3ccc(C(C)(C)C)cc3)sc2c1
 : 83, 97, 102, 95, 117, 65, 105, 95, 75
55. COc1ccc(N=CC2CCCCC2=O)c([N+](=O)[O-])c1 (stereo not given)
 : 108, 98, 98, 102, 119, 97, 91, 92, 86
56. NC1=NC(=O)NCC1
 : 109, 104, 98, 106, 95, 105, 113, 109, 112
57. COc1cc(OC)cc(C2C3=C(COC3=O)Nc3cc(OC)ccc32)c1 (stereo not given)
 : -3.5*, 27, 36, 11, 41, 11, 1.1*, 1.4*, 1.5*
58. CC1(C)OC(=O)C(=Cc2cccc(C#N)c2)C(=O)O1
 : 101, 102, 97, 101, 85, 100, 107, 103, 117
59. Cc1nc2ccc(Cl)cn2c1-c1nnc(SCc2ccccc2[N+](=O)[O-])o1
 : 101, 91, 93, 102, 92, 102, 110, 90, 95
60. O=C1NC2=C(Cc3ccccc32)C(c2c[nH]c3ccccc23)N1 (stereo not given)
 : 81, 101, 100, 104, 100, 87, 99, 97, 101

(more compounds)
Order of values – KM12, SW-620, SNB-19, SF-295, SNB-75, HCT-15, HCC-2998, SF-539, HCT-116
61. Cc1ccccc1CNC(=O)C1CN(c2ccc(Cl)cc2)N(c2ccc(Cl)cc2)C1=O (stereo not given)
 : 87, 82, 90, 90, 88, 79, 100, 99, 84
62. CCOC(=O)c1sc(NC(=O)COc2cccc(/C=C3\Cc4ccc(Cl)cc4C3=O)c2)nc1C
 : 103, 95, 100, 125, 113, 97, -19*, 107, 12
63. c1ccc(-c2nc3ccccn3c2NCCN2CCOCC2)cc1
 : 92, 91, 99, 100, 80, 101, 97, 88, 89
64. Cn1c(O)c(/C=N/c2nccs2)c2ccccc21
 : 100, 101, 98, 103, 46, 120, 120, 95, 100
65. COc1cc(/C=C2\CCc3ccccc3C2=O)cc(OC)c1OC
 : 86, 100, 92, 95, 88, 75, 93, 97, 74
66. CC1(C)Cc2cc(O)ccc2O1
 : 110, 102, 96, 109, 123, 103, 107, 109, 112
67. COc1cc(-c2nc(SCCC(C)C)nc(-n3ccnc3)c2C#N)cc(OC)c1OC
 : 100, 110, 97, 103, 104, 78, 102, 98, 95
68. CN(C)c1cccc([N+](=O)[O-])c1
 : 105, 108, 101, 97, nt, 106, 110, 108, 112
69. O=C(CCCN1C(=O)/C(=C/c2ccccc2F)SC1=S)N1CCOCC1
 : 85, 95, 101, 103, 79, 74, 119, 93, 89
70. Cc1ccc(-c2cc(-c3cccc(Cl)c3)[nH]c(=O)c2C#N)s1
 : 102, 110, 96, 99, 91, 94, 109, 106, 98
71. Cn1c(=O)[nH]c2nc(SCC(=O)c3ccccc3)[nH]c2c1=O
 : 100, 99, 100, 93, 96, 98, 109, 99, 108
72. O=C(O)Cn1c(=S)sc2ccccc21
 : 102, 101, 101, 99, 106, 99, 105, nt, 98
73. CC1(C)C(N)=Nc2cc(OCCCCN3Cc4ccccc4C3)c(OCC3CC3)cc21
 : 96, 93, 82, 85, 79, 36, -0.5*, 81, 47
